m5-HT2A agonist – mouse Htr2a agonists via beta-arrestin recruitment, primary screen, cell-based, luminescence; CHO-K1 mHTR2A beta-arrestin complementation; percent of 30 µM serotonin response; activation, % at 7.6 µM; 5-hydroxytryptamine receptor 2A (Mus musculus), P35363; 360,000 tested, 0.66% active;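 active = activation above a run cutoff, the mean activation of all tested compounds plus 3 SD, cut at about 14% in these data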;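 note: 0% = plate median of compound wells and 100% = 30 µM serotonin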
Target sequence (P35363 whole entry, looked up): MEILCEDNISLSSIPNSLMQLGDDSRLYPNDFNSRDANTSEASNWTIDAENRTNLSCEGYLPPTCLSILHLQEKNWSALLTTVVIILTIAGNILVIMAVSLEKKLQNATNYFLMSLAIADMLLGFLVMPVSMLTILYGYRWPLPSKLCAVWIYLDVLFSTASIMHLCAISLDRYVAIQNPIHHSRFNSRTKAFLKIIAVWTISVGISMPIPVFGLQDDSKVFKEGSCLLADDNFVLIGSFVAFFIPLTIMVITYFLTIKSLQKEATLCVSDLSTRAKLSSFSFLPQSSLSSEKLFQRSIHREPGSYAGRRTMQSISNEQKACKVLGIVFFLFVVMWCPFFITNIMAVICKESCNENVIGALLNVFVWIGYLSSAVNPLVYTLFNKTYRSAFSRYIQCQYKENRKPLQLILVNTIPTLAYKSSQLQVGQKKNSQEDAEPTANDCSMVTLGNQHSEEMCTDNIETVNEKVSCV
NR2E3 ag-1 – inhibitors of NR2E3-RetCOR corepressor binding, primary screen, NR2E3 agonist project, biochemical, TR-FRET, GST-NR2E3, biotin-RetCOR; Photoreceptor-specific nuclear receptor (Homo sapiens), Q9Y5X4; 1536-well; inhibition of corepressor binding, % at 4.78 µM; 320,000 tested, 0.12% active; AID 2300, 2010;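 active = percent inhibition above the cutoff of mean plus 3 SD of all tested compounds, set per screening campaign, cut at about 20% in these data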;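 note: 0% = DMSO wells and 100% = biotin wells as full block of FRET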
Target sequence (Q9Y5X4 whole entry, looked up): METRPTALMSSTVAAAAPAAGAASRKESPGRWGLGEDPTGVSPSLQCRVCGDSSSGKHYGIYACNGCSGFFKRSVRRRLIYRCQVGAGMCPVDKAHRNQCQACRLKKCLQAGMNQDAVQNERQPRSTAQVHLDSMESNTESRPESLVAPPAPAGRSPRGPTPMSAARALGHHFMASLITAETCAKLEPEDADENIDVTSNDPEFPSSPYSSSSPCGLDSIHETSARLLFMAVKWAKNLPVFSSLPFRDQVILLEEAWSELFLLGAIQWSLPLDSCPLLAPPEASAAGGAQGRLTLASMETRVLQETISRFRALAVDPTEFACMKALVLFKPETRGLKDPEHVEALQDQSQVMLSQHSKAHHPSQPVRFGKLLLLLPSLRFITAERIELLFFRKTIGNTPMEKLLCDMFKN
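Material – GST-tagged NR2E3 plus biotinylated RetCOR corepressor · Quantity – NR2E3 fusion 1.35 nM · Times – 5 h incubation at 4 °C · Medium – pH 7.5 Tris-based buffer · Technique – TR-FRET, Eu(K)-anti-GST donor, streptavidin-D2 acceptor, ex 340, em 617/671 nm · Benchmarks – high control biotin, low control 0.6% DMSO · Format – 1536-well plates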
hiPSC survival – enhancers of single-cell hiPSC survival, primary screen, ATPlite luminescence; 100% = ROCK inhibitor wells, 0% = DMSO; survival enhancement, % at 20 µM; 360,000 tested, 0.044% active; AID 602274, 2012; in the data active = survival enhancement above about 18%;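 note: cells exposed to compounds for 16 hours before the ATP read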
PDI inh – inhibitors of human PDI, primary screen, biochemical, turbidity, single point, plate reader. Protein disulfide-isomerase (Homo sapiens), P07237. PDI insulin aggregation turbidity, A650, 90 min. inhibition, % at 10 µM. 350,000 tested, 0.052% active. AID 588391, 2011;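 active = mean inhibition across replicates of 30% or more, whatever share of single replicates reach that level; inconclusive = mean inhibition below 30% while every single replicate reaches 30%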;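 note: absorbance from insulin aggregation driven by PDI reduction with DTT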
H9c2 protect – cardioprotection against H2O2-induced cell death, primary screen, uHTS, H9c2 cells, ATPLite luminescence | H9c2 cardiomyocytes, H2O2 injury protection, 2 h | protection from H2O2 cell death, % at 20 µM | 360,000 tested, 0.63% active;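 active = compounds giving at least 50% protection of heart cells from peroxide-induced death in the single-dose screen, raw or plate-pattern-corrected value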;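 note: 0% = DMSO wells with peroxide and 100% = DMSO wells without peroxide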
Peg3 promoter – Peg3 promoter-driven luciferase inhibitors, primary screen, cell-based, HeLa, luciferase luminescence | HeLa PEG-Prom luciferase reporter, overnight | inhibition, % at 20 µM | 360,000 tested, 1.7% active;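 active = inhibition of at least 50% at 20 µM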
CaV13 FRET inh – Disruptors of the CACNA1D IQ motif to Ca2+-dependent inactivation inhibitor domain association, primary screening, Förster resonance energy transfer in intact living … | AID 743397 | HEK cells, CFP/YFP FRET ICDI-IQ, plate reader, 10 min; percent FRET-ratio fall versus neutral wells | 340,000 tested, 0.098% active | inhibition, % at 12.3 µM;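 active = mean replicate inhibition of at least 30% and at least 1% of replicates passing that level; inconclusive = only one of the two criteria is met; inactive = neither criterion is met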;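 note: 0% = median of the neutral control wells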
Shn3 inh set2 – reduction of Shn3 3'UTR firefly luciferase signal, primary screen, Schnurri-3 inhibitor project, cell-based, Clone20 osteoblasts, set 2 | AID 588674, 2011 | inhibition, % at 12.5 µM | Clone20 osteoblast Shn3 3'UTR firefly luciferase, 24 h | 360,000 tested, 0.52% active;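 active = mean inhibition of at least 75% with every replicate also reaching 75%; inconclusive = mean inhibition at least 75% but some replicate below; inactive = mean inhibition below 75%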;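 note: 0% = median of neutral control wells and 100% = pilot-screen positive control compound; some compounds past the cut are filed as inactive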
TRPM1 prom inh – inhibitors of MITF-dependent TRPM1 promoter reporter, primary screen, cell-based, SK-MEL-5, single point, luciferase; SK-MEL-5 TRPM1 promoter luciferase, 24 h; inhibition, % at 12.5 µM; 330,000 tested, 0.83% active;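 active = mean inhibition across replicates of 60% or more, whatever share of single replicates reaches that level; inconclusive = some that reach 60%, reason not given; inactive = mean inhibition across replicates below 60%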; note: values of inactives mirror those of a sister screen read the other way
HIF-2a inh – HIF-2a reporter inhibitors, primary screen, luminescence, 786-0 RCC cells | 786-0 RCC cells HIF-2a reporter, luciferase luminescence, overnight | inhibition, % at 18.8 µM | 360,000 tested, 0.72% active;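 active = inhibition of the luminescence signal of 40% or more relative to plate controls, in a single-dose primary screen at 18.75 µM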
NR2E3 ag-2 – NR2E3 agonists in two-hybrid cells, primary screen, cell-based, luminescence, CHO-S, Gal4-NCOR/VP16-NR2E3 | Photoreceptor-specific nuclear receptor (Homo sapiens), Q9Y5X4 | luciferase | inhibition of corepressor binding, % at 3.98 µM | 360,000 tested, 0.35% active | AID 602229, 2012;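 active = inhibition above the mean of all tested compounds plus 3 SD, cut at about 70% in these data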;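 note: 0% = DMSO with NR2E3 transfected cells and 100% = cells lacking NR2E3 construct; higher means lower luciferase signal from less NR2E3 corepressor binding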
Active calls of the source: *; ? = inconclusive; . = not tested or not shown.

Sample of the layout, 2 compounds:
SMILES	m5-HT2A agonist	NR2E3 ag-1	hiPSC survival	PDI inh	H9c2 protect	Peg3 promoter	CaV13 FRET inh	Shn3 inh set2	TRPM1 prom inh	HIF-2a inh	NR2E3 ag-2
Cc1ccc(S(=O)(=O)N(C)CC(=O)N2CCN(C(=O)c3ccco3)CC2)cc1	6	3	1.0	-1	6	7	0	20	6	13	-15
CC(C)NC(=O)c1cc(-c2ccco2)nn1-c1ccc(Cl)cc1	2	4	-1.8	15	2	23	-4	-14	7	14	-16

This part in full, from the start:
SMILES	m5-HT2A agonist	NR2E3 ag-1	hiPSC survival	PDI inh	H9c2 protect	Peg3 promoter	CaV13 FRET inh	Shn3 inh set2	TRPM1 prom inh	HIF-2a inh	NR2E3 ag-2
Cc1ccc(S(=O)(=O)N(C)CC(=O)N2CCN(C(=O)c3ccco3)CC2)cc1	6	3	1.0	-1	6	7	0	20	6	13	-15
CC(C)NC(=O)c1cc(-c2ccco2)nn1-c1ccc(Cl)cc1	2	4	-1.8	15	2	23	-4	-14	7	14	-16
CCOC(=O)Cn1nc(C)cc1NC(=O)c1cccnc1	1	-2	-0.2	5	0	3	-20	3	14	13	7
Cc1cccc(COC[C@H](Cc2ccccc2)N2CCN(C(=O)c3ccc(C(F)(F)F)cc3)CCC2=O)c1	0	.	-0.6	.	.	.	-6	.	.	7	-30
CC1CCc2cc(F)ccc2N1C(=O)CCl (stereo not drawn)	-2	.	-1.0	3	-6	49	.	18	53	7	0
CCOc1ccc(CNC(=O)C2CCN(C(=O)N3CC(C)Oc4ccccc43)CC2)cc1 (stereo not drawn)	-4	-2	0.2	.	-5	3	?	-1	8	9	6
COCCn1c(=O)[nH]c2cc(C(=O)NCCN3CCN(c4ccccc4)CC3)ccc2c1=O	13	-3	-1.2	-3	17	-4	-4	7	-16	11	-7
COc1ccc(-c2csc(NC(=O)C3CCCCN3S(=O)(=O)c3ccccc3)n2)cc1 (stereo not drawn)	-6	-2	-2.3	-6	-12	2	.	27	10	7	-12
COCCCN1C(=O)N(c2ccc(F)cc2)C(=O)C1CC(=O)Nc1ccccc1 (stereo not drawn)	5	1	-0.1	-4	4	9	-4	-14	-10	21	-10
CCOC(=O)C1(C)C(C(=O)OC)=C(c2ccc(OC)cc2)c2ccccc2N1C(=O)OC (stereo not drawn)	6	.	-0.5	-4	3	0	-7	0	4	1	22
O=C(c1ccc(=O)oc1)N1CCN(c2ccc(F)cc2)CC1	4	-2	0.0	13	2	-11	-4	6	-7	-24	-24
Cc1ccc(NC(=O)CSc2nc3ccccc3c3nc(CCn4cncc4C)nn23)c(C)c1	3	1	0.3	-7	-8	96*	-4	5	-14	6	-40
O=C(COC(=O)Cc1ccccc1F)Nc1ccc(F)cc1F	0	2	-0.5	-3	13	8	-3	-30	7	12	-10
CCN(CC)c1ccc(-c2nc3cnccc3n2C)cc1	0	1	-4.4	-5	-16	-238	.	-71	-91	-196	-80
C=CCN(c1ccccc1OC)S(=O)(=O)c1cccc(C(=O)Nc2nnc(C3CC3)s2)c1	0	1	-2.8	2	4	20	-4	-18	7	19	-17
O=S(=O)(c1ccc(F)cc1)c1nc(-c2ccc(F)cc2)oc1NCCN1CCOCC1	-9	.	1.1	5	-4	11	-4	0	-3	21	-13
O=C(COc1ccccc1)Nc1cccc(-c2nc3cc4ccccc4cc3[nH]2)c1	-2	0	-4.1	-10	-14	-18	-4	-74	-105	-300	-80
Cc1nc(SCc2nc3ccccc3[nH]2)c2oc3cc([N+](=O)[O-])ccc3c2n1	-1	.	2.0	2	5	-13	-8	-12	26	10	16
CC1CCCC(C)N1C(=O)CSc1nnnn1C1CCCC1 (stereo not drawn)	-2	.	-0.6	-11	3	-46	-3	-17	-16	-53	-12
Cc1ccc(Cl)cc1N1CCN(Cc2nnnn2Cc2ccco2)CC1	-1	2	-4.3	-3	-3	24	.	1	-4	15	-14
Cc1onc(-c2ccccc2)c1C(=O)Nc1nnc(CC(C)(C)C)s1	9	-1	0.9	1	-9	16	-3	-2	-4	14	-4
CCOC(=O)N1CCN(C(=S)NC(=O)c2c(-c3c(Cl)cccc3Cl)noc2C)CC1	-2	2	2.1	-7	24	2	-4	7	-5	17	17
O=C(c1cnn2c(C(F)(F)F)cc(-c3cccs3)nc12)N1CCCC1	1	3	1.3	5	3	20	-17	-1	4	12	-15
COc1ccc(Cl)cc1C(=O)NCCCn1ccnc1	1	6	-0.3	-4	3	0	-11	10	2	18	-2
CCOC(=O)[C@H]1[C@H]2COc3cc(OC)ccc3[C@@H]2N2C(=O)c3cc(F)c(F)cc3NC(=O)[C@@]12C	3	-1	1.8	-1	2	5	-10	-7	12	8	-16
CC[C@]12c3[nH]c4ccc(OC)cc4c3CCN1C(=O)C(CC(=O)NCCc1ccccn1)C[C@@H]2C(=O)N1CCN(C(=O)C2CC2)CC1 (stereo partly drawn)	4	.	-1.2	1	12	4	-6	-11	-8	-21	-5
CNc1nc2[nH]c(=O)c3c(c2s1)OC(N)=C(C#N)C3c1ccccc1 (stereo not drawn)	1	0	2.8	2	3	22	-5	-7	7	21	4
O=C1CN(S(=O)(=O)c2cccc(Cl)c2Cl)c2ccccc2N1	11	5	-0.6	-2	2	2	-6	-3	12	-4	1
COc1ccc(CNC(=S)Nc2ccccc2)cc1	-1	3	0.1	7	-8	-25	-21	0	3	-85	-23
Cn1cnnc1-c1cccc(NC(=O)c2cc(F)c(F)cc2Cl)c1	3	-2	0.0	15	-4	11	-7	1	-1	1	-13
CCCN(C(=O)COC(=O)c1nc2nc(C)cc(C)n2n1)C1CCS(=O)(=O)C1 (stereo not drawn)	6	3	2.9	-9	12	9	-2	3	-12	17	-23
CCOc1ccc(Nc2nc(Cc3nnc(SCC(=O)NC4CCCCC4)n3C)cs2)cc1	2	5	1.4	-4	-4	19	.	6	0	20	-39
CC(=O)Nc1ccc(SCC(=O)Nc2cc(C)on2)cc1	-1	-3	-0.4	5	-2	-4	-3	3	-6	9	-22
COC(=O)c1c([N+](=O)[O-])c(OC)c(OC)c(OC)c1[N+](=O)[O-]	0	1	1.7	5	5	5	0	17	-2	15	-6
CN(C)C1=NCCN1CCCCc1ccccc1	-3	2	3.1	6	-2	-16	-9	-8	11	10	-15
Cc1ccc(OCC(=O)N(c2ccccn2)C2CCCCC2)c(C)c1	3	-1	-2.0	1	-10	-22	-6	-7	-11	-30	10
Cc1cc(C)n(Cc2ccc(C(=O)NCc3ccco3)o2)n1	1	-1	2.7	17	6	13	.	1	4	19	-18
Cc1cc(C)n(Cc2ccc(C(=O)O)o2)n1	-4	2	0.6	1	4	21	.	-2	-2	26	-1
CCc1ccc(/C=C2\Oc3cc(OS(C)(=O)=O)ccc3C2=O)cc1	0	-2	0.3	0	-7	-2	-2	10	-8	-9	-9
CCC(C(=O)OCn1nnc2ccccc2c1=O)c1ccccc1 (stereo not drawn)	8	1	-0.4	-3	-12	8	4	14	-1	21	-13
C=CCc1c(C)nc(SC(C)C)[nH]c1=O	-3	0	-0.1	0	1	-11	-5	2	-2	9	-4
CCCS(=O)(=O)c1c(S(=O)(=O)CCC)c2ccc(C(N)=O)cn2c1C(=O)c1ccccc1	0	.	0.6	-5	3	14	-21	25	-5	25	-23
O=C(NCCCN1CCCCC1)C1CC(=O)N(CCc2ccccc2)C1 (stereo not drawn)	6	-1	-0.3	-5	-2	5	-2	-23	4	14	-2
Cc1ccc(S(=O)(=O)N(C)C)cc1NC(=O)COC(=O)CCNS(=O)(=O)c1ccccc1	-7	.	-0.2	5	-3	17	-5	-34	10	2	20
COc1ccc(CNS(=O)(=O)c2csc(C(N)=O)c2)cc1OC	-4	5	-0.4	0	-1	-5	-2	-26	-2	2	17
Cc1ccc2c(c1)N(CCC(=O)NCc1ccco1)C(=O)CO2	-3	-1	8.3	-1	-1	-10	-6	-9	-3	-2	-2
O=C(CN1N=C(c2ccccc2)CCC1=O)NCCN1CCc2ccccc2C1	-5	-5	-2.2	15	0	4	-5	7	1	17	4
O=C(CCc1nc(-c2ccccc2F)no1)NCCN1CCOCC1	2	3	-0.4	1	4	5	0	3	-12	21	-14
c1ccc2[nH]c(CCCCCc3nc4ccccc4[nH]3)nc2c1	0	.	0.8	.	2	-2	-2	-6	.	10	-7
Oc1ccc(Nc2nc3ccccc3nc2Nc2ccc(O)cc2)cc1	-1	2	-4.3	11	-3	96*	.	55	66*	75*	95*

More compounds follow:
SMILES	m5-HT2A agonist	NR2E3 ag-1	hiPSC survival	PDI inh	H9c2 protect	Peg3 promoter	CaV13 FRET inh	Shn3 inh set2	TRPM1 prom inh	HIF-2a inh	NR2E3 ag-2
CC(=O)c1c(C)cc(C)c(CSc2nnc(-c3ccco3)o2)c1C	-3	1	0.8	0	0	-5	-8	5	-11	-4	3
Cc1ccc(C2CC(=O)C(C=NCCN3CCN(C(=S)Nc4ccc(F)cc4)CC3)=C(O)C2)cc1 (stereo not drawn)	-1	1	0.3	6	-11	4	1	27	4	11	-7
O=C(COC(=O)c1ccc(S(=O)(=O)N2CCOCC2)cc1)Nc1ccccc1F	3	3	0.6	-3	-4	12	-3	-1	-3	-15	6
Cc1ccc(NC(=O)c2ccc(F)cc2)nc1	0	2	-2.8	14	-4	-241	-5	-64	-61	-158	-107
COCCNc1cc(C)nc2c3c(C)cc(C)nc3nn12	6	-4	0.0	-2	0	19	-6	-20	-1	18	-8
NC(=O)NN=C(C1CC1)C1CC1	6	.	1.6	1	2	-10	-7	1	-18	-22	8
COCCNC(=O)C(c1ccc(F)cc1)N(C(=O)CCC(=O)Nc1ccccn1)c1ccc(C)cc1 (stereo not drawn)	-7	2	-0.5	1	0	0	-5	9	3	6	-12
Cc1ccc(-c2c[n+](CC(=O)c3cccs3)c3n2CCC3)cc1	-4	2	-0.5	9	-7	4	-4	5	20	0	2
CC(C)Cc1nnc(NC(=O)C2CCCC2)s1	2	-2	-0.5	1	0	-41	-7	-26	-16	-73	-23
CCN(CC(=O)NCC1CCCO1)S(=O)(=O)c1ccc(Cl)cc1 (stereo not drawn)	-1	-4	0.2	5	6	5	-6	12	-1	11	-24

Source: PubChem BioAssay (several laboratories)
